Bioassay records (PubChem BioAssay)
PvdQ acylase: P. aeruginosa PvdQ acylase inhibitors, primary screen, biochemical, fluorescence, plate reader and imaging, single point; purified PvdQ acylase; inhibition, % at 10 µM; 340,000 compounds, 0.063% hits; in the data active means inhibition above about 30%, passing the limit was not always enough;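 further: 0% = vehicle neutral wells and 100% = reference inhibitor wells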
Rtt109 Vps75: inhibitors of C. albicans Rtt109/Vps75 HAT, primary screen, biochemical, ThioGlo CoA-SH fluorescence, plate reader. purified Rtt109/Vps75, 4 h. inhibition, % at 34.9 µM. 330,000 compounds, 0.16% hits. AID 540336, 2011;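 active means inhibition of at least 50% in every replicate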
Target sequence (Q5AAJ8 whole entry, looked up): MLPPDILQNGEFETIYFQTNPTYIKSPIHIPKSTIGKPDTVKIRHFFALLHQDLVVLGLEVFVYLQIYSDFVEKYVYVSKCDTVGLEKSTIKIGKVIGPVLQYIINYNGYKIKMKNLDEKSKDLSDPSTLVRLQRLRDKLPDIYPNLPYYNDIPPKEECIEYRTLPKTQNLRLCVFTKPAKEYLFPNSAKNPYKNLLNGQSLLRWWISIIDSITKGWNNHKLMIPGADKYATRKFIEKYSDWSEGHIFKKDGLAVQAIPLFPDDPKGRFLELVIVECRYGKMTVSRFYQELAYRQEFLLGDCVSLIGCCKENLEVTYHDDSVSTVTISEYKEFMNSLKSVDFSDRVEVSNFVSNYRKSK
Wnt bcat act: Wnt/beta-catenin pathway activators, primary screen, cell-based, plate reader, single point; 300,000 compounds, 1.2% hits; Wnt/beta-catenin reporter cell assay, activator; activation, % at 9.35 µM; in the data active means activation above about 30%, passing the limit was not always enough;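 further: 0% = neutral control wells and 100% = positive control wells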
* marks the source's active call; other numbers are inactive results; / = not tested or not shown. These rows are one share of the data (hit frequency here may not be typical).

entry | canonical_smiles | Wnt bcat act | Rtt109 Vps75 | PvdQ acylase
1 | O=C(c1ccccc1Cl)N1CCSCCS1(=O)=O | 0 | / | /
2 | Cc1cccc(C)c1-n1nnnc1C(c1ccnc2ccccc12)N(C)Cc1ccc(Cl)c(Cl)c1 (centres undefined) | -5 | / | /
3 | CC(C)[C@H](NC(=O)c1ccccc1)C(=O)N1CCC[C@H]1C(=O)NCc1ccccc1 | 2 | / | /
4 | O=C(/C=C/[C@H]1O[C@@H](n2cnc3c(NC(=O)c4ccccc4)ncnc32)[C@H](O)[C@@H]1O)NCCCc1ccccc1 | -2 | / | /
5 | COc1ccccc1-c1cc2c(c3c1ccn3C)C1CCC2O1 (centres undefined) | -1 | / | /
6 | Cn1c(=O)c2c(ncn2CCOC(=O)C(C)(C)Oc2ccc(Cl)cc2)n(C)c1=O | -2 | / | /
7 | CCOC(=O)N[C@@H](CC(C)C)C(=O)N1CCC[C@H]1C(=O)NCc1ccccc1 | -1 | / | /
8 | COC(=O)C1=CN(c2ccc(F)cc2)C(N)=C(C#N)C1c1ccc(-c2ccccc2)cc1 (centres undefined) | -3 | / | /
9 | COc1ccc(C(O)c2ncc(-c3ccccc3)[nH]2)cc1F (centres undefined) | -4 | / | /
10 | O=C(CN1CCC(N2CCCCC2)CC1)N1CCOCC1 | -1 | / | /
11 | COc1ccc(-c2ccc(C(=O)Nc3ccc(OC)nc3)c3occc23)c(C)c1 | -1 | / | /
12 | COc1ccc(CCC(=O)N2c3ccccc3N=C(c3ccc4c(c3)OCO4)C2C(=O)Nc2ccc(OC)cc2)cc1 (centres undefined) | 2 | / | /
13 | COC(=O)[C@]12CCCCC=C1N(Cc1ccc3c(c1)OCO3)C(=O)[C@H](CC(=O)NCc1ccc(C)o1)C2 | -3 | / | /
14 | CSc1nc(SCc2ccccc2)[nH]c(=O)n1 | 8 | / | /
15 | C[C@@H]1CN([C@H](C)CO)C(=O)c2cc(Br)cnc2O[C@@H]1CN(C)C(=O)Nc1ccccc1 | 1 | / | /
16 | CC1=C(C(=O)N(C)C)CC(CC(=O)NC(c2ccccc2)c2ccccc2)C(=O)N1Cc1ccc(C(C)(C)C)cc1 (centres undefined) | -1 | / | /
17 | CCOc1cc(OCC)cc(C(=O)N2CCC[C@H]2C(=O)N2CCC[C@H]2C(=O)NCc2cccc(OC)c2)c1 | -1 | / | /
18 | CCOC(=O)C(CNc1ccc(OCc2ccccc2)cc1)NC(=O)c1ccccc1 (centres undefined) | 44* | / | /
19 | CC(C)C[C@H]1CN(CCCC[C@@H]2CNC(=O)C(=O)N2CCc2ccccc2)C(=O)C(=O)N1CCc1ccc(O)cc1 | 0 | / | /
20 | O=C(NCC(c1ccco1)N1CCN(c2ccccc2)CC1)C1CCCCC1 (centres undefined) | 0 | / | /
21 | CC(C)COC(=O)N1CCCCC1c1cc(C(=O)Nc2ccc3c(c2)OCO3)no1 (centres undefined) | -2 | / | /
22 | O=C(Cc1ccccc1)c1c[nH]c(C(=O)NCCCn2ccnc2)c1 | -1 | / | /
23 | CC(C)[C@@H]1NC(=O)[C@@H]2CSCCS(=O)(=O)N2C1=O | -2 | / | /
24 | CC(C)(C)c1ccc(C#C[C@@H]2C=C[C@H]3OC(=O)CC/C=C/CCC(=O)OC[C@H]3O2)cc1 | -4 | / | /
25 | CCC(=Nc1ccccc1)C1=C(O)CCCC1=O | 15 | / | /
26 | Cn1c(C(=O)NN)cc2cc(OCc3ccccc3)ccc21 | 12 | / | /
27 | COc1ccccc1CCC(=O)Nc1ccc2c(c1)c(=O)n(C)n2C | -3 | / | /
28 | O=C(NCc1ccc(Cl)nc1)c1csc(COCCO)n1 | 1 | / | /
29 | O=C1[C@@H](c2ccccc2)CC[C@@H]2C=CC[C@H]3CCN1[C@@H]32 | -1 | / | /
30 | COCCN(Cc1ccccc1)C(=O)c1cccc(S(=O)(=O)N2CCN(Cc3ccccc3)CC2)c1 | -1 | / | /
31 | CC(=O)Nc1cc(-c2ccccc2)cn2c(-c3ccc(F)cc3)cnc12 | -1 | / | /
32 | Cc1c(C(=O)NCc2cccs2)sc(=O)n1Cc1ccc(S(C)(=O)=O)cc1 | -3 | / | /

Compounds shown so far that contain a furan ring, fused or not (three):
entry | canonical_smiles | Wnt bcat act | Rtt109 Vps75 | PvdQ acylase
11 | COc1ccc(-c2ccc(C(=O)Nc3ccc(OC)nc3)c3occc23)c(C)c1 | -1 | / | /
13 | COC(=O)[C@]12CCCCC=C1N(Cc1ccc3c(c1)OCO3)C(=O)[C@H](CC(=O)NCc1ccc(C)o1)C2 | -3 | / | /
20 | O=C(NCC(c1ccco1)N1CCN(c2ccccc2)CC1)C1CCCCC1 (centres undefined) | 0 | / | /

Next structures
entry | canonical_smiles | Wnt bcat act | Rtt109 Vps75 | PvdQ acylase
33 | CCOC(=O)[C@]12CCC=C1N(CCC1=CCCCC1)C(=O)[C@H](CC(=O)N1CCOCC1)C2 | 1 | / | /
34 | CCOC(=O)[C@]12CCC=C1N(Cc1cccc3ccccc13)C(=O)[C@H](CC(=O)N1CCCCC1)C2 | -3 | / | /
35 | CC(=O)c1ccc2ccccc2c1OC(=O)c1ccncc1 | 1 | / | /
36 | COc1ccc(CC(=O)Nc2nc(OCCN3CCCC3=O)cnc2-c2cccc(C(F)(F)F)c2)cc1 | -4 | / | /
37 | O=C(Nc1ccc2c(c1)OCCO2)C1c2ccccc2OCC(=O)N1Cc1ccco1 (centres undefined) | 0 | / | /
38 | Cc1c(N=O)c(-c2ccccc2)n(O)[n+]1[O-] | -1 | / | /
39 | CCOc1ccc(CCN2C(=O)C(=O)N([C@@H](CC(C)C)CN3CCC[C@@H]3CN3C(=O)C(=O)NC[C@@H]3CC(C)C)C[C@@H]2Cc2ccccc2)cc1 | -2 | / | /
40 | CCOC(=O)[C@]12CCCC=C1N(Cc1ccc(Cl)cc1Cl)C(=O)[C@H](CC(=O)NCCC(C)C)C2 | -1 | / | /
41 | CC(=NOC(=O)c1ccc(Cl)cc1)c1nccs1 | -2 | / | /
42 | Cc1ccc(C)c(C(O)c2ncc(-c3ccccc3Cl)[nH]2)c1 (centres undefined) | -1 | / | /
43 | C[C@H]1CN([C@@H](C)CO)C(=O)c2cc(Br)cnc2O[C@H]1CN(C)C(=O)C1CC1 | -1 | / | /
44 | COCCCNC(=O)c1cccc2c(-c3ccc(OC)cc3C)coc12 | -3 | / | /
45 | CCc1c(-c2ccc(F)cc2)ncn1CCc1ccccc1OC | 7 | / | /
46 | CCCNC(=O)C1(C)CCN(Cc2csc3ccccc23)C1 (centres undefined) | -1 | / | /
47 | O=C(CCNC(=O)c1ccc([N+](=O)[O-])cc1)Nc1cc(C(F)(F)F)ccc1N1CCOCC1 | 3 | / | /
48 | c1ccc(CN(Cc2ccccc2)c2ncnc3c2nnn3Cc2ccccc2)cc1 | -4 | / | /
49 | C[C@@H]1CNC(=O)c2c(C(=O)N3CCN(c4ccccc4)CC3)ncn21 | -1 | / | /
50 | C[C@H]1CN([C@@H](C)CO)S(=O)(=O)c2ccc(Br)cc2O[C@@H]1CN(C)C(=O)c1cccnc1 | -1 | / | /
51 | CCN(CC)C(=O)c1cccc(-c2csc(C(O)(c3ccccc3)C(F)(F)F)n2)c1 (centres undefined) | -7 | / | /
52 | Cc1ccn(CC(=O)N2CCCC(N3CCN(c4cccc(C(F)(F)F)c4)CC3)C2)n1 (centres undefined) | -1 | / | /
53 | C[C@H]1CN([C@@H](C)CO)C(=O)CCCn2cc(nn2)CO[C@@H]1CN(C)C(=O)Nc1ccccc1 | -1 | / | /
54 | O=C(N/N=C\c1ccco1)c1cncc(Br)c1 | -1 | / | /
55 | N#Cc1ccc(Nc2nc(-c3ccccc3)cs2)cc1 | 26 | / | /
56 | CC(=O)Nc1cccc(-c2ccnc3c2CC(C(=O)NCc2cccnc2)O3)c1 (centres undefined) | -1 | / | /
57 | CC(C)CC(N)c1csc(Nc2cnccn2)n1 (centres undefined) | -2 | / | /
58 | C[C@@H]1CN([C@@H](C)CO)C(=O)CCCn2nncc2CO[C@@H]1CN(C)C(=O)Nc1cccc2ccccc12 | -1 | / | /
59 | CC1(C(=O)NCc2ccccc2)CN(S(C)(=O)=O)CC(=O)N1CC(F)(F)F (centres undefined) | -1 | / | /
60 | COCCCNC(=O)C[C@@H]1C[C@@]2(C(=O)OC)CC(C)(C)CC=C2N(Cc2ccc3c(c2)OCO3)C1=O | -9 | / | /
61 | CCCOc1ccc(F)cc1-c1cc(C(=O)Nc2ccc(OC)cc2OC)[nH]n1 | -2 | / | /
62 | O=C(Nc1ccc(F)cc1)C(c1cccc(F)c1)N1CCN(CC(=O)N2CCCC2)CC1 (centres undefined) | 3 | / | /
63 | Cc1ccc(C(=O)OCC(=O)Nc2cccc(Br)c2)s1 | -1 | / | /
64 | c1cc(-c2cnc3cccnn23)c2cccnc2c1 | -8 | / | /

Reformatted: results already given
Each structure is followed by: Wnt bcat act, Rtt109 Vps75, PvdQ acylase
43. C[C@H]1CN([C@@H](C)CO)C(=O)c2cc(Br)cnc2O[C@H]1CN(C)C(=O)C1CC1
    -1, /, /
44. COCCCNC(=O)c1cccc2c(-c3ccc(OC)cc3C)coc12
    -3, /, /
45. CCc1c(-c2ccc(F)cc2)ncn1CCc1ccccc1OC
    7, /, /
46. CCCNC(=O)C1(C)CCN(Cc2csc3ccccc23)C1 (centres undefined)
    -1, /, /
47. O=C(CCNC(=O)c1ccc([N+](=O)[O-])cc1)Nc1cc(C(F)(F)F)ccc1N1CCOCC1
    3, /, /
48. c1ccc(CN(Cc2ccccc2)c2ncnc3c2nnn3Cc2ccccc2)cc1
    -4, /, /
49. C[C@@H]1CNC(=O)c2c(C(=O)N3CCN(c4ccccc4)CC3)ncn21
    -1, /, /
50. C[C@H]1CN([C@@H](C)CO)S(=O)(=O)c2ccc(Br)cc2O[C@@H]1CN(C)C(=O)c1cccnc1
    -1, /, /
51. CCN(CC)C(=O)c1cccc(-c2csc(C(O)(c3ccccc3)C(F)(F)F)n2)c1 (centres undefined)
    -7, /, /
52. Cc1ccn(CC(=O)N2CCCC(N3CCN(c4cccc(C(F)(F)F)c4)CC3)C2)n1 (centres undefined)
    -1, /, /
53. C[C@H]1CN([C@@H](C)CO)C(=O)CCCn2cc(nn2)CO[C@@H]1CN(C)C(=O)Nc1ccccc1
    -1, /, /
54. O=C(N/N=C\c1ccco1)c1cncc(Br)c1
    -1, /, /
55. N#Cc1ccc(Nc2nc(-c3ccccc3)cs2)cc1
    26, /, /
56. CC(=O)Nc1cccc(-c2ccnc3c2CC(C(=O)NCc2cccnc2)O3)c1 (centres undefined)
    -1, /, /
57. CC(C)CC(N)c1csc(Nc2cnccn2)n1 (centres undefined)
    -2, /, /
58. C[C@@H]1CN([C@@H](C)CO)C(=O)CCCn2nncc2CO[C@@H]1CN(C)C(=O)Nc1cccc2ccccc12
    -1, /, /
59. CC1(C(=O)NCc2ccccc2)CN(S(C)(=O)=O)CC(=O)N1CC(F)(F)F (centres undefined)
    -1, /, /
60. COCCCNC(=O)C[C@@H]1C[C@@]2(C(=O)OC)CC(C)(C)CC=C2N(Cc2ccc3c(c2)OCO3)C1=O
    -9, /, /
61. CCCOc1ccc(F)cc1-c1cc(C(=O)Nc2ccc(OC)cc2OC)[nH]n1
    -2, /, /

Going on with the list.
entry | canonical_smiles | Wnt bcat act | Rtt109 Vps75 | PvdQ acylase
65 | CC(=O)N/C(=C\c1ccc(Cl)cc1)C(=O)O | -1 | / | /
66 | O=C(COc1ccc(S(=O)(=O)N2CCOCC2)cc1)NCCc1ccc(Cl)cc1 | -4 | / | /
67 | CC(C(=O)N1CCCCC1)N(C)CC(=O)Nc1ccc(F)c(F)c1F (centres undefined) | -6 | / | /
68 | O=C(C[C@H]1CC[C@@H]2[C@H](COC[C@@H](O)CN2Cc2cccc(F)c2)O1)NCC1CCCCC1 | -4 | / | /
69 | O=C(NCc1ccncc1)[C@@H]1CCCN1C(=O)[C@@H]1CCCN1C(=O)c1cccc2ccccc12 | -3 | / | /
70 | COc1cccc(CNc2nc(NCc3cccs3)nc3ccsc23)c1 | -2 | / | /
71 | CC(=O)NC(CC(C)C)C(=O)NC(Cc1ccccc1)C(N)=O (centres undefined) | / | 3 | 0
